Pf apPOL block: Pf-apPOL inhibitors, biochemical, fluorescence; Plasmodium falciparum apicoplast DNA polymerase (apPOL); Recombinant Pf-apPOL, molecular beacon fluorescence, 1.5 h; inhibition, % at 10 µM; 210,000 compounds, 0.25% hits
mHTT-CaM PPI inh: mutant huntingtin-calmodulin interaction inhibitors – biochemical, AlphaScreen, primary screen | AID 1671202, 2021 | P42858 | inhibition, % at 15 µM | AlphaScreen His-mHTT/GST-CaM binding, luminescence | 190,000 compounds, 3.6% hits;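 also: 0% = both proteins with DMSO and 100% = one protein alone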
* hit, by the source's call; i = inactive; x = not tested or not shown; & = joins results of further samples. Rule as the data show it: active = inhibition above about 50%; inactive = the rest.

SMILES	Pf apPOL block	mHTT-CaM PPI inh
CC(=O)Nc1ccc(S(=O)(=O)NCc2ccccc2)cc1	-5	-2
C/C(=C\c1ccc(N)cc1)c1nc2ccccc2[nH]1	-8	1
Cc1ccsc1C1C(C#N)=C(N)N(c2ccc(S(N)(=O)=O)cc2)C2=C1C(=O)CC(C)(C)C2 (stereo unspecified)	0	13
O=C(COc1cc(Cl)c(Cl)cc1Cl)Nc1cccc(NC(=O)c2ccco2)c1	31	20
O=CN(O)CCCP(=O)(O)O	-9	x
Cc1ccc(N2CCN(C(=O)c3ccc(Br)cc3)C(C)C2=O)c(C)c1 (stereo unspecified)	1	14
COc1ccc(OCc2noc(CNC(=O)Cc3cccs3)n2)cc1	-6	-14
COC1(NC(=O)c2ccccc2)C(C)=CC(=O)C=C1C	-2	-2
COc1ccccc1CN1CCc2nc(N3CCOCC3)ncc2C1	4	21
CC(NC(=O)C(C)(C)C)C(c1cccs1)N1CCN(c2ccccc2F)CC1 (stereo unspecified)	1	7
COc1ccc(C2=Nn3c(nnc3C(F)(F)F)SC2)cc1	-5	2
Cc1cccc(Sc2nccnc2N2CCCC(C(=O)NCc3ccc(C)o3)C2)c1 (stereo unspecified)	-3	25
CCCC(=O)NC(c1ccccc1)c1cc(Cl)c2cccnc2c1O (stereo unspecified)	0	18
COc1ccccc1N1CCN(c2ncnc3c2CCC3)CC1	-4	5
Cc1cccc(C2=N/C(=C/c3ccc(C(C)C)cc3)C(=O)O2)c1	2	-3

Complete entries, quoted from the list. Order of values: Pf apPOL block, mHTT-CaM PPI inh
Record of Cc1ccc(N2CCN(C(=O)c3ccc(Br)cc3)C(C)C2=O)c(C)c1 (stereo unspecified) : 1, 14
Record of Cc1cccc(Sc2nccnc2N2CCCC(C(=O)NCc3ccc(C)o3)C2)c1 (stereo unspecified) : -3, 25
Record of C/C(=C\c1ccc(N)cc1)c1nc2ccccc2[nH]1 : -8, 1
Record of CC(=O)Nc1ccc(S(=O)(=O)NCc2ccccc2)cc1 : -5, -2
Record of COc1ccc(OCc2noc(CNC(=O)Cc3cccs3)n2)cc1 : -6, -14

Continued:
SMILES	Pf apPOL block	mHTT-CaM PPI inh
CCOC(=O)COc1ccc2c(=O)c(Oc3ccc(C(=O)OC)cc3)coc2c1	-3	-2
O=C(COc1ccc(Cl)cc1)Nc1nc2ccc([N+](=O)[O-])cc2s1	2	-24
CCOc1cc(/C=C(\C#N)c2ccc([N+](=O)[O-])cc2)ccc1O	-4	16
CC(=O)NS(=O)(=O)c1ccc(NC(=O)NC2CC(=O)N(c3ccc(C)cc3)C2)cc1 (stereo unspecified)	0	-19
CC(C)CNC(=O)c1cccc(NC(=O)c2ccccc2-c2ccccc2C(=O)O)c1	-5	-1
Cc1ccc(-n2nc(C)c(/C=C/c3onc(C)c3[N+](=O)[O-])c2C)c(C)c1	-9	0
CCCOc1ccc(N2C(=O)CC(N3CCN(CC)CC3)C2=O)cc1 (stereo unspecified)	1	-11
CC(=O)Nc1ccc(C(=O)NCc2ccc(F)c(Cl)c2)c(N2CCCCC2)c1	1	99*
COc1ccccc1OCC(=O)O/N=C(\N)c1cccnc1	1	i
CCC(=O)N(C)CCN1C(=O)CSC1c1ccccc1C (stereo unspecified)	3	6
Cc1ccc(C)c(C(=O)N2CCCC2c2cc(C)on2)c1 (stereo unspecified)	-2	-3
O=C(C1CCCN(Cc2cccc([N+](=O)[O-])c2)C1)N1CCCCCC1 (stereo unspecified)	-1	-1
COc1ccc(-c2noc(C3CCN(CC(=O)Nc4ccc(F)c(F)c4)CC3)n2)cc1	-3	-5
CC(C)(C)S(=O)(=O)C(C#N)=Cc1ccc(F)c(Cl)c1	-8	x
Cc1ccc(OCC(=O)Nc2ccc(Br)cc2C)cc1C	-18	-9

Two compounds picked at random from those above, as already listed:
SMILES	Pf apPOL block	mHTT-CaM PPI inh
CC(=O)NS(=O)(=O)c1ccc(NC(=O)NC2CC(=O)N(c3ccc(C)cc3)C2)cc1 (stereo unspecified)	0	-19
O=C(COc1cc(Cl)c(Cl)cc1Cl)Nc1cccc(NC(=O)c2ccco2)c1	31	20

(listing goes on)
SMILES	Pf apPOL block	mHTT-CaM PPI inh
Cn1nc(-c2cccs2)cc1C(=O)NCc1nc2ccccc2[nH]1	-8	0
COc1ccccc1C(=O)Nc1ccccc1N1CCOCC1	-3	-7
O=C(C1CCN(c2cnn(Cc3ccccc3)c(=O)c2)CC1)N1CCSCC1	-6	0
COc1ccc(C(=O)Nc2c3c(nn2C(C)(C)C)CS(=O)C3)cc1 (stereo unspecified)	-4	-2
COc1ccc(S(=O)(=O)n2cnc3ccccc32)cc1[N+](=O)[O-]	10	-2
COc1ccc(N=C2C(=O)N3c4c(cc(C)cc42)C(C)=CC3(C)C)cc1	2	72*
COc1cccc(N2CCc3c(C)c(C#N)c4nc5ccccc5n4c32)c1	-6	x
O=C1OC(c2ccc(I)cc2)=N/C1=C\c1ccc(Br)cc1	8	7
O=c1cc(-c2ccccc2)nc(SCc2ccccc2Cl)[nH]1	0	x
Cn1nc(-c2ccc(S(N)(=O)=O)s2)cc1C(F)(F)F	-7	x
COCCN1C(=O)Cc2ccccc2C1C(=O)N1CCN(c2cccc(Cl)c2)CC1 (stereo unspecified)	-4	67*
O=C(NCc1ccc2c(c1)OCO2)C1CCN(c2cc(C(=O)N3CCCC3)ccn2)CC1	4	1
Cc1nc(NCCNS(=O)(=O)c2c(C)noc2C)cc(-n2ccnc2C)n1	-1	-9
O=C1CSC(=O)N1CCS(=O)(=O)c1ccc(Cl)cc1	2	x
CCc1cc(C2CCCN2C(=O)Cc2ccc(Cl)cc2)on1 (stereo unspecified)	-1	-2

Arranged by length of the SMILES (low to high): part of the list above.
SMILES	Pf apPOL block	mHTT-CaM PPI inh
O=C1CSC(=O)N1CCS(=O)(=O)c1ccc(Cl)cc1	2	x
Cn1nc(-c2ccc(S(N)(=O)=O)s2)cc1C(F)(F)F	-7	x
O=C1OC(c2ccc(I)cc2)=N/C1=C\c1ccc(Br)cc1	8	7
COc1ccc(C(=O)Nc2c3c(nn2C(C)(C)C)CS(=O)C3)cc1 (stereo unspecified)	-4	-2
COc1ccc(S(=O)(=O)n2cnc3ccccc32)cc1[N+](=O)[O-]	10	-2
COc1ccc(N=C2C(=O)N3c4c(cc(C)cc42)C(C)=CC3(C)C)cc1	2	72*
O=C(NCc1ccc2c(c1)OCO2)C1CCN(c2cc(C(=O)N3CCCC3)ccn2)CC1	4	1

(more compounds)
SMILES	Pf apPOL block	mHTT-CaM PPI inh
CCOc1ccc2c(=O)c(Oc3ccccc3Br)coc2c1	1&0	-16&-24
c1ccc2c(c1)CCC2=NNC1=NCCN1	-5	x
CCNc1cc(N2CCC(CCC(=O)N(C)Cc3cn(C)nc3C)CC2)ncn1	-5	-4
Cc1ccc(N=Cc2ccc(Br)c([N+](=O)[O-])c2)cc1	-5	29
Cc1cc(C)c(C=C2C(=O)OC(C)(C)OC2=O)[nH]1	-7	x
O=C(Nc1cccc(-c2nc3ccccc3s2)c1)c1cccnc1Cl	0	30
CN(C)c1ccc(O)o1	x	-5
COc1ccc(C)cc1NC(=O)N1CCCC1c1cccc(F)c1 (stereo unspecified)	-3	-5
COCc1cc(=O)n2c(n1)N(Cc1cccc(OC)c1)CC2	-3	-2
N[C@@H](CCCC(=O)O)C(=O)O	17	x
C/C(=C\c1ccccc1)CN1CCC(C(=O)N2CCN(Cc3ccc4c(c3)OCO4)CC2)CC1	-6	21
NC(=O)c1cccc(N=Cc2ccc([N+](=O)[O-])o2)c1	-4	24
Cc1ccc(S(=O)(=O)NC(C(C)C)C(C)C)cc1[N+](=O)[O-]	-2	-8
Cc1ccc(-c2n[nH]c(=O)c3ccccc23)cc1S(=O)(=O)N1CCOCC1	-9&-5	12&-8
O=C1OC(c2ccc3c(c2)OCO3)=N/C1=C/c1cc2c(cc1Cl)OCO2	-4	12
Cc1cc(=O)oc(C)c1C(=O)NCCCN1CCOCC1	-13	-15
CC1CCCCC1NC(=O)C1(C)Cn2c(cc3sccc32)C(=O)N1C1CCCCC1 (stereo unspecified)	-4	-2
CC(C)(C)n1nc2c(c1NC(=O)C13CC4CC(CC(C4)C1)C3)CS(=O)C2 (stereo unspecified)	0&-5	10&7
O=C(COc1ccccc1)Nc1nc2ccc([N+](=O)[O-])cc2s1	48	7
CCOC(=O)CN1CCN(c2ccc([N+](=O)[O-])cn2)CC1	-2	x
CC(C)OC(=O)COc1ccc2c(c1)OC(=CC=Cc1ccccc1)C2=O	-2	5
CC1Oc2ccccc2C=C1C=C1SC(=S)N(CCC(=O)O)C1=O (stereo unspecified)	-7	53*
Cc1ccc(NC(=O)COc2cc(C)nc(N3CCCC3)n2)c(Cl)c1	0	-5
COc1ccc(Nc2cc(C)nc(-c3ccccc3O)n2)cc1	-2&-3	-37&-35
CCCC1(CO)CCCN1C(=O)c1ccc(C)nc1 (stereo unspecified)	1	-5
CC1CCN(S(=O)(=O)N2CCN(C(=O)c3ccc4c(c3)OCO4)CC2)CC1	-12	-14
O=[N+]([O-])c1ccc(OS(=O)(=O)c2cccc3nsnc23)cc1	-6	x
O=S(=O)(Nc1ccccc1I)c1cc(Cl)ccc1Cl	0&-2	-9&-8
O=C(Cc1ccc(F)cc1)N1CCc2nc(-c3ccc(F)cc3)ncc2C1	-4	1
Cc1cc(C)nc(NC(=O)Nc2ccccc2)n1	-5	-4
COc1ccc(OC)c(NC(=O)CSc2nccn2-c2cccc(C)c2C)c1	-9	49
CCn1c(=O)c(-c2ccc(C(=O)Nc3ccc(Cl)cc3C)cc2)nc2cccnc21	-1	-3
CCN(CC)C(=O)CN1C(=O)NC2(CCC(C(C)(C)C)CC2)C1=O (stereo unspecified)	-3	2
CCN1CCCC1CNC(=O)c1cc2cc3ccc(OC)cc3nc2o1 (stereo unspecified)	-2	-2
Cc1cccc(-c2cc(C(=O)N3CCCCC3C)no2)c1 (stereo unspecified)	-1	-9
COc1ccc(S(=O)(=O)N2CCN(c3ccc(N4CCCC4)nn3)CC2)cc1Cl	-3	72*
O=C(Cc1ccc(Cl)cc1)Nc1c(Cl)cccc1Cl	2	-8
O=[N+]([O-])c1cc2c(c([N+](=O)[O-])c1)Nc1ccccc1N=C2c1ccccc1	-7	4
CC(=O)ON=C(N)c1ccc(N2CCN(c3ncccc3C(F)(F)F)CC2)nc1	-5	x
COc1ccc(N2CC(C(=O)O)CC2=O)cc1 (stereo unspecified)	0&-5	-1&-2
Cc1cccc(-c2noc(C3CCN(CC(=O)NCc4ccccc4)CC3)n2)c1	-1	13
COc1ccc(C)cc1NC(=O)C(Sc1ccccc1)c1ccccc1 (stereo unspecified)	-4	-13
O=C(Nc1ccc2c(c1)OCO2)C1CCN(C(=O)c2ccc(F)cc2)CC1	-5&-12	2&-1
Cc1noc(C)c1S(=O)(=O)N1CCC(C(C)C(=O)NCc2cccnc2)CC1 (stereo unspecified)	4	-3
CSCCC(NC(=O)/C(=C\c1ccco1)NC(=O)c1ccccc1Br)C(=O)O (stereo unspecified)	-6	3

Next section, starting with the last 2 of the part before.
SMILES	Pf apPOL block	mHTT-CaM PPI inh
Cc1noc(C)c1S(=O)(=O)N1CCC(C(C)C(=O)NCc2cccnc2)CC1 (stereo unspecified)	4	-3
CSCCC(NC(=O)/C(=C\c1ccco1)NC(=O)c1ccccc1Br)C(=O)O (stereo unspecified)	-6	3
CC(C)N1C(=O)Cc2ccccc2C1C(=O)NC1CCCCC1 (stereo unspecified)	-3	7
CC1(C)CC(n2c(SCC(N)=O)nc3c(c2=O)C2(CCCC2)Cc2ccccc2-3)CCO1 (stereo unspecified)	9	48
Cc1cc(C(C)(C)C)ccc1OCCNCCO	-1	-3
O=C(CCC1CCCN(c2cc(NC3CC3)ncn2)C1)NCCN1CCCCC1 (stereo unspecified)	0	12
CC(C)C1C(=O)N(Cc2cn(Cc3ccco3)nn2)CCS(=O)(=O)N1Cc1ccc(-c2ccc(Cl)cc2)cc1 (stereo unspecified)	-14	50
O=C(Nc1nccn(-c2ccc(F)c(F)c2)c1=O)c1ccccc1	1	1

Screening data deposited in PubChem by University of Kansas High Throughput Screening Laboratory.

Some of the compounds tested; the hit share may differ from the screen's.
